# TDP1 cell noCPT: qHTS for Inhibitors of human tyrosyl-DNA phosphodiesterase 1 (TDP1): qHTS in cells in absence of CPT. DT40 Tdp1-/- hTDP1 cells, no CPT, ATP luminescence, 48 h. Potency, µM (titrated, usually from 46.2 µM), inactives show at the highest dose activity change, negative = growth inhibition, hits mostly inhibitors. 15% of 420,000 active. AID 686978, 2013; further: nearly all actives have a fitted effect of over 55% in size
#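 Growth of hTDP1-complemented DT40 Tdp1-knockout cells is measured by ATP luminescence after at least 48 hr compound exposure at 37 °C, with DMSO substituting for the 20 nM CPT used in the parallel screen.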
# GCN5L2 inh: inhibitors of human GCN5L2 histone acetyltransferase; 0.21% of 390,000 active; GCN5L2 HAT assay, ThioGlo1 CoA-SH fluorescence; Q92830; Potency, µM (series often up to 58.9 µM), inactives show at the top dose activity change, negative = inhibition, most hits filed as inhibitors
# Target sequence (Q92830 whole entry, looked up): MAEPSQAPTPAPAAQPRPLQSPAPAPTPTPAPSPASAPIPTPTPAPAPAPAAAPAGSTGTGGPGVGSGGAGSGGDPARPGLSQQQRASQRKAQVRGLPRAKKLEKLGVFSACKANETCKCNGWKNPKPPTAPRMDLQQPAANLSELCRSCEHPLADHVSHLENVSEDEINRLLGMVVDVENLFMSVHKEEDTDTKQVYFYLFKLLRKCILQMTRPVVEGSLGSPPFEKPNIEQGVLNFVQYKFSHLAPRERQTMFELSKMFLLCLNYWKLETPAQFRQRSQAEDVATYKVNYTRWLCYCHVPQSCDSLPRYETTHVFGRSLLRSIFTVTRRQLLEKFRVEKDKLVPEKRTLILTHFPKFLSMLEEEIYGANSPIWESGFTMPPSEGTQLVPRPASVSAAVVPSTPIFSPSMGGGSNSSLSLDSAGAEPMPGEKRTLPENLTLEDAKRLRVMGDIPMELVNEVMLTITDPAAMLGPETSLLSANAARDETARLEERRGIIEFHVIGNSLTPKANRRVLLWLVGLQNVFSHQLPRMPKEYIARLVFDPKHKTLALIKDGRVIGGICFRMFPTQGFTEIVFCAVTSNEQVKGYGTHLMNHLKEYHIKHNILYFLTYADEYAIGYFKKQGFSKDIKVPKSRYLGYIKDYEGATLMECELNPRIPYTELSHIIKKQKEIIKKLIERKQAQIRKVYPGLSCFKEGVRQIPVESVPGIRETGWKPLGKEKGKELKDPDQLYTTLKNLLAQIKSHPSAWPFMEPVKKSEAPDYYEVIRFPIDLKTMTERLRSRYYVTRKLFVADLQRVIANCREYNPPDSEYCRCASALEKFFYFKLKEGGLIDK
#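 Free CoA generated was detected with ThioGlo1 (50uM) fluorescence at Ex340nm/Em540nm, read immediately and after 20 min at room temperature. Enzyme, 20 nM in HEPES pH 7.5 buffer, saw compounds 15 min before adding 75uM H3(1-25) peptide and 70uM acetyl-CoA.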
# DT40 TDP1 CPT: growth inhibition of DT40 Tdp1-/-;hTDP1 cells with camptothecin (screen for TDP1 inhibitors) | chicken DT40 Tdp1-/-;hTDP1 cells + 20 nM CPT, ATP luminescence, 48 h | Potency, µM (titrated, usually from 46.2 µM), without a hit: at the highest dose activity change, negative = growth inhibition, most hits filed as inhibitors | 12% of 420,000 active; further: nearly all actives have a fitted effect of over 55% in size
#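 Chicken DT40 Tdp1-/- cells complemented with human TDP1, 400 cells/well, exposed to compounds plus 20 nM camptothecin for at least 48 h at 37 C; viability read as ATP content by CellTiter-Glo luminescence.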
# Numbers without * were called inactive; ? = inconclusive; . = not tested or not shown; & = joins results of further samples; [ ] = remark or other dose. The call rests on the fitted dose curve; in most records, active means well fitted curve in the direction sought with a large enough effect; inconclusive means small, poorly fitted or top-dose-only effect, or another doubt; inactive means no such curve, though single readings can be large; an effect the other way counts as inactive or inconclusive. On the % scale 0 is the no-effect control and ±100 the full control effect; potency means the concentration at half of the fitted maximal effect.
# Start of the listing, in advance, six compounds:
compound | TDP1 cell noCPT | DT40 TDP1 CPT | GCN5L2 inh
COc1ccc(CN2CCN(Cc3cccc(OC)c3)C(CCO)C2)cc1 (stereo not given) | ? | -4% | -6%
COC(=O)c1ccc(C)c(NC(=O)CCn2[nH]c(=O)ccc2=O)c1 | -4% | -13% | -4%
CC(=O)N1CCN(S(=O)(=O)c2cccc(C(=O)OCC(=O)N3CC(=O)Nc4ccccc43)c2)CC1 | -18% | 8% | -7%
CC(C)c1ccc(CCNC(=O)c2ccc([N+](=O)[O-])cc2)cc1 | ? | ? | 17%
CCn1c(=O)n(CC)c2cc(NC(=O)CSc3ccc([N+](=O)[O-])cn3)ccc21 | ? | ? | -7%
Cc1ccc(S(=O)(=O)NNC(=O)C2CC=CCC2C(=O)O)cc1 (stereo not given) | -9% | 1% | -4%

# This part in full, from the start:
compound | TDP1 cell noCPT | DT40 TDP1 CPT | GCN5L2 inh
COc1ccc(CN2CCN(Cc3cccc(OC)c3)C(CCO)C2)cc1 (stereo not given) | ? | -4% | -6%
COC(=O)c1ccc(C)c(NC(=O)CCn2[nH]c(=O)ccc2=O)c1 | -4% | -13% | -4%
CC(=O)N1CCN(S(=O)(=O)c2cccc(C(=O)OCC(=O)N3CC(=O)Nc4ccccc43)c2)CC1 | -18% | 8% | -7%
CC(C)c1ccc(CCNC(=O)c2ccc([N+](=O)[O-])cc2)cc1 | ? | ? | 17%
CCn1c(=O)n(CC)c2cc(NC(=O)CSc3ccc([N+](=O)[O-])cn3)ccc21 | ? | ? | -7%
Cc1ccc(S(=O)(=O)NNC(=O)C2CC=CCC2C(=O)O)cc1 (stereo not given) | -9% | 1% | -4%
COc1cc(OC)cc(OC)c1 | -17% | 9% | -14%
COC(=O)C1=C(C)N(Cc2ccccc2)C(=O)N[C@H]1CCc1ccccc1 | 5% | 7% | .
O=C(NCC(=O)N(CCc1ccccc1)C(C(=O)NC1CCCCC1)c1ccncc1)c1ccco1 (stereo not given) | -7% | -13% | 1%
Cc1ccc(NS(=O)(=O)c2ccc(CCC(=O)NCCCOC(C)C)cc2)cc1 | -25% | ? | -2%
O=C1N(Cc2cccnc2)C[C@@H]2C[C@@H](c3ccc4nsnc4c3)N3CCC[C@@]123 | -6% | ? | -6%
O=C(Cn1sc2ccccc2c1=O)Nc1ccccc1 | 2.1µM* | 2.3µM* | .
Fc1ccc(NC(=S)N2CCCC2)cc1 | 2% | -5% | .
CCNC(=O)Nc1ccc2c(c1)c(=O)n(C)n2CC=C(C)C | -5% | -18% | .
C=CCN(Cc1nc(-c2ccc(OC)cc2)no1)C(=O)c1ccc2c(c1)OCO2 | -27% | 4% | -11%
COC(=O)c1c(Cl)c(Cl)c(C(=O)OC)c(Cl)c1Cl | -6% | -28% | -17%
CCN1C(=O)[C@H]2[C@@H](c3ccc(-c4ccc(F)cc4)c(OC)c3)N3CCCC[C@@]3(C(=O)OC)[C@H]2C1=O | 16µM* | 23µM* | -7%
NC(=O)c1cc([N+](=O)[O-])ccc1NCc1ccc(O)cc1 | ? | ? | -5%
COc1ccc(S(=O)(=O)NCc2ccc(C(=O)NCCN(C)Cc3ccccc3)cc2)cc1 | 21µM* | 18µM* | .
COc1ccc(CN2CCC(=O)N([C@H](CO)c3ccccc3)CC2)cc1 | 10%&-1% | -1%&15% | -3%
Cc1c(C(=O)OCC(=O)Nc2ccc(C(=O)N(C)C)cc2)oc2ccccc12 | 14% | 3% | -2%
COCCCNC(=O)C1CCCN(S(=O)(=O)c2cccc3nsnc23)C1 (stereo not given) | 3% | -7% | -15%
CC(N=Cc1ccccc1O)c1ccccc1 (stereo not given) | -5% | -22% | 1%
COc1ccccc1C(=O)COC(=O)CCNS(=O)(=O)c1ccc(C)c(C)c1 | -5% | -4% | 0%
O=C(CC1NC(=O)NC1=O)NC1(C(=O)NC2CCCCC2)CCCCC1 (stereo not given) | 1% | 3% | -11%
Fc1ccccc1-c1csc(=Nc2cccnc2)n1CCCn1ccnc1 | 16µM* | 26µM* | -2%
COc1ccc(C(NC(=O)N2CC(C)OC(C)C2)C(Cl)(Cl)Cl)cc1F (stereo not given) | -21% | 8% | -2%
O=S(=O)(c1ccccc1)c1nc(Nc2ccccc2N2CCOCC2)sc1Cl | ? | ? | -6%
CCOC(=O)N1CCN(C(=O)Cc2ccccc2OC)CC1 | -12% | -12% | 1%
COc1ccc(C(=O)N2CCC[C@@]3(CCN(c4ccccc4)C3)C2)cc1 | ? | ? | 2%
Cc1ccccc1-n1nc2c(c1NC(=O)c1ccc(S(=O)(=O)N(C)C)cc1)CSC2 | ? | ? | -8%
CC1CC(=O)Nc2ccccc2N1S(=O)(=O)c1ccccc1 (stereo not given) | ? | ? | 2%
CC(=O)Nc1cccc(/C(C)=N/NC(=O)c2ccc(CN3CCOCC3)cc2)c1 | -8% | -4% | 1%
CC(CC(=O)c1ccc(F)cc1)N1CCN(c2ccccc2)CC1 (stereo not given) | ? | 18µM* | .
O=S(=O)(c1ccc(-c2csc(-c3cccnc3)n2)cc1)N1CCCCC1 | ? | ? | -7%
COc1ccc(-c2c(=O)n(OCc3ccccn3)c3ccccc3[n+]2[O-])cc1OC | ? | -29% | -4%
CCOC(=O)c1c(C)c(C(=O)NC(C)COC)c(C)n1C (stereo not given) | 8% | -5% | 3%
Cc1nc2ncnn2c(C)c1CCC(=O)Nc1csc(N)n1 | 2% | 0% | -5%
CN1c2ccccc2C2(C)CCCC3=Cc4cc([N+](=O)[O-])cc([N+](=O)[O-])c4OC312 (stereo not given) | 23µM* | 15µM* | -6%
Cc1ccc(-c2cc(C(F)(F)F)n3nc(-c4cccc(Br)c4)cc3n2)cc1 | 0% | 2% | 4%
COc1cccc(NC(=S)N2CCc3cc(OC)c(OC)cc3C2COc2ccc3c(C)cc(=O)oc3c2)c1 (stereo not given) | -1% | 16% | 1%
CCOc1ccc(C2CC(=O)NC(SC)=C2C#N)cc1 (stereo not given) | -7% | 0% | -7%
O=S(=O)(Cc1cccc(F)c1)c1c[nH]c2ccccc12 | ? | ? | -6%
CCN(CC(=O)Nc1ccccc1C(F)(F)F)C(=O)CCOc1ccc(C)cc1 | ? | -4% | -2%
Cc1oc2ncn(C)c(=O)c2c1C(=O)N1CCN(c2ccccc2F)CC1 | -4% | 28% | 0%
COC(=O)C1CCN(CC(=O)Nc2cc(C)c3c(=O)oc4ccccc4c3n2)CC1 | ? | -5% | -3%
CCCCNc1c(CC(C)C)nc2nc(C)cc(C)n12 | 23µM* | 16µM* | .
COc1nc(N2CCCCCC2)nc(N2CCCCCC2)n1 | ? | ? | 2%
CN(C)c1ccc(P(=O)(OCc2ccccc2)C(O)c2ccc(Cl)cc2)cc1 (stereo not given) | ? | ? | -9%
COc1ccc(C2c3ccc(O)cc3Oc3ncn(CC(C)C)c(=N)c32)cc1 (stereo not given) | ? | ? | -2%
Nc1ccc2c(=O)[nH][nH]c(=O)c2c1 | -20% | -19% | .
COC(=O)c1ccc(NC(=O)c2nc(S(=O)(=O)Cc3cccc(C)c3)ncc2Cl)cc1 | 0.52µM* | 0.58µM* | -25%
O=[N+]([O-])c1cccc(Oc2cnccn2)c1 | -11% | -23% | -3%
CC(C)c1ccc(/C=N/NC(=O)CC(=O)NC2CCCCC2)cc1 | -2% | 2% | 2%
Cc1cccc(NC(=O)NC(C)C(c2ccccc2)N2CCN(C)CC2)c1 (stereo not given) | -2% | -4% | -15%
CCn1c(N2CCN(C(=S)NC)CC2)nc2ccccc21 | 1% | -24% | -21%
CC(C)(C)NC(=O)Cn1c(Cl)nc2ccccc21 | ? | -19% | -2%
COc1ccc(S(=O)(=O)N2CCCC2CNC(=O)C(=O)NC2CC2)cc1 (stereo not given) | 12% | 7% | -6%
CC(=O)Nc1cc2c(ccc3ccccc32)oc1=O | 3% | 5% | -4%
O=C(NCc1ccccc1F)c1sc2ncccc2c1-n1cccc1 | ? | 23µM* | 0%

# The list goes on.
compound | TDP1 cell noCPT | DT40 TDP1 CPT | GCN5L2 inh
Cc1ccc2oc(=O)c3cnn(CC(=O)NCCN4CCOCC4)c3c2c1 | -1% | -11% | 0%
CC1CC(C)CN(S(=O)(=O)c2ccc3oc(=O)ccc3c2)C1 (stereo not given) | -4% | -23% | -16%
CCN(C(=O)CSc1nnc(-c2cccc(Cl)c2)n1N)c1c(N)n(Cc2ccccc2)c(=O)[nH]c1=O | 2% | -13% | .
COc1ccc(-n2nnnc2SCC(=O)NNC(=O)c2ccc([N+](=O)[O-])cc2)cc1 | -16% | -6% | -2%
O=C(c1cccnc1)N1CCN(Cc2cccc(Br)c2)CC1 | -8% | -5% | 2%
Cc1nnc(NC(=O)CCC2CCCCC2)s1 | -25% | -4% | .
CCCCCCCCCc1nc2sc3c(c2c(=O)n1NC(=O)c1ccccc1[N+](=O)[O-])CC(C)(C)OC3 | ? | ? | -7%
Cc1cccc(NC(=O)c2nc[nH]c2C(=O)NCCN(CCNC(=O)c2[nH]cnc2C(=O)Nc2cccc(C)c2)CCNC(=O)c2[nH]cnc2C(=O)Nc2cccc(C)c2)c1 | 5.8µM* | 6.5µM* | -2%
Cc1c(C(=O)O)nnn1-c1nonc1N | 0% | 5% | -5%
CN(CC(=O)Nc1ccc(F)cc1)C(=O)c1cc(-c2cccs2)nn1-c1ccccc1 | 13µM* | ? | -4%
COc1ccc(NS(=O)(=O)c2ccc(C)c(C(=O)OC(C)C(=O)N3CCOCC3)c2)cc1 (stereo not given) | ? | -28% | -9%
Cn1c2ccccc2c2cnn(CC(=O)Nc3ccc(Cl)cc3)c(=O)c21 | 13% | -2% | -5%
COc1nn(C(C)C(=O)N2N=C(C(F)F)CC2(O)C(F)F)cc1[N+](=O)[O-] (stereo not given) | 1% | -4% | 1%
CCCCOC(=O)Nc1nnc(CCOCC)s1 | -14% | -23% | 0%
Cc1ccc(OCCN2CCC2(C)C(=O)Nc2ccc3c(c2)OCCO3)cc1 (stereo not given) | 18µM* | -98% | .
NS(=O)(=O)c1ccc(CCNC(=O)COC(=O)CN2C(=O)C3CCCCC3C2=O)cc1 (stereo not given) | 4% | 9% | -5%
COc1ccc(-c2noc(CNC(=O)CCN3C(=O)[C@H]4CC=CC[C@H]4C3=O)n2)cc1 | ? | -16% | ?
CCOc1ccc(CCNC(=O)c2cn(C)c3ccc(S(=O)(=O)N4CCCCC4)cc3c2=O)cc1OCC | ? | ? | -10%
CCSc1nc(C)c(C(C)=O)cc1C#N | 12% | 11% | 0%
C=CCOC(=O)C1=C(C)NC(SCC(N)=O)=C(C#N)C1c1ccc(C)cc1 (stereo not given) | ? | -31% | -29%
CC(=O)N1CCN(C(=O)c2cc(S(=O)(=O)Nc3ccc(S(C)(=O)=O)cc3)ccc2Cl)CC1 | 8% | 22% | -4%
COc1ccc(/C(N)=N/OC(=O)c2ccc(C)c([N+](=O)[O-])c2)cc1OC | ? | ? | 3%
Cc1onc(-c2ccccc2Cl)c1C(=O)N1CCN(c2ncccn2)CC1 | -28% | -23% | 15%
COc1ccccc1C1CN(CCNC(=O)c2ccc3c(c2)OCCO3)Cc2ccccc2O1 (stereo not given) | ? | 12%[9.04 µM] | .
Cc1ccc(-c2csc(C3C(N)=NC(S)=C(C#N)C34CCCCC4)n2)cc1 (stereo not given) | ? | ? | -4%
COC(=O)c1ccc(NCc2c(O)ccc(O)c2Br)cc1Cl | 4.6µM* | 2.6µM* | .
COCCNc1nc2ccccc2n2cnnc12 | 13% | 6% | 2%
O=[N+]([O-])c1cccc(-c2ccc(SCc3cccnc3)nn2)c1 | ? | ? | -18%
COc1ccc(-n2nc3c(c2NC(=O)c2c(-c4ccccc4Cl)noc2C)CS(=O)(=O)C3)cc1 | ? | -9% | -4%
Cc1c(C=O)c2ccccn2c1C(=O)c1ccccc1Cl | -27% | -22% | -2%
COc1ccc(-c2ccc(C(=O)Nc3ccc(C(C)C)cc3)c3occc23)c(C)c1 | 16µM* | ? | .
Cc1nc(-c2ccc(-c3ccon3)s2)no1 | -7% | 2% | 3%
O=C(CSc1ncc(CO)n1Cc1ccc(Cl)cc1)NCc1ccc(F)cc1 | ? | ? | 3%
CC1=C(C(N)=O)C(c2cccs2)NC(=O)N1 (stereo not given) | 2% | -8% | -6%
Cc1cc(Br)ccc1NC(=O)CNC(=O)c1cnn(C)c1 | -15% | -14% | -2%
CCC(C)(C)n1nnnc1C(c1cccs1)N1CCN(Cc2ccccc2)CC1 (stereo not given) | ? | ? | -6%
CCOc1cc(OCC)cc(C(=O)N2CCC[C@H]2C(=O)N2CCC[C@H]2C(=O)NCc2ccc(F)cc2F)c1 | -28% | -10% | .

# Screens from PubChem BioAssay.

# An unsorted share of the library; any-hit rate near 18%.
